DUSP3 inh: blocks human VHR1 dual specificity phosphatase. recombinant VHR phosphatase, pNPP absorbance. 290,000 compounds, 0.52% hits. AID 1654. inhibition, % at 13.3 µM; in the data active = inhibition above about 50%; note: some compounds called inactive have numbers as strong as hits
MazEF act: MazEF (E. coli) toxin RNase activation; activation, % at 20 µM; 350,000 compounds, 0.32% hits; FAM/BHQ RNA-DNA oligo cleavage fluorescence, 5 h; AID 504720; in the data active = activation above about 50%
Target sequence (P0AE70 whole entry, looked up): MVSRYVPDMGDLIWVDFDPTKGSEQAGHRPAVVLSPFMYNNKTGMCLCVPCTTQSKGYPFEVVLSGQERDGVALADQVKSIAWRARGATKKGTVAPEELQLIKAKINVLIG
CCHFV vOTU inh: blocks the CCHF virus ovarian tumor domain protease; CCHFV vOTU protease, Pep-AMC fluorescence; 370,000 compounds, 0.55% hits; inhibition, % at 11.5 µM; note: 0% = vehicle wells with enzyme and 100% = no enzyme wells
Rv3671c inh: inhibitors of M. tuberculosis serine protease Rv3671c. AID 2606. 320,000 compounds, 0.048% hits. inhibition, % at 5.96 µM. P9WHR9; in the data active = inhibition above about 38%;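 note: extracellular domain of Rv3671c used as enzyme; 0% = enzyme with DMSO and 100% = no enzyme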
Target sequence (P9WHR9 whole entry, looked up, the tested form may be a part): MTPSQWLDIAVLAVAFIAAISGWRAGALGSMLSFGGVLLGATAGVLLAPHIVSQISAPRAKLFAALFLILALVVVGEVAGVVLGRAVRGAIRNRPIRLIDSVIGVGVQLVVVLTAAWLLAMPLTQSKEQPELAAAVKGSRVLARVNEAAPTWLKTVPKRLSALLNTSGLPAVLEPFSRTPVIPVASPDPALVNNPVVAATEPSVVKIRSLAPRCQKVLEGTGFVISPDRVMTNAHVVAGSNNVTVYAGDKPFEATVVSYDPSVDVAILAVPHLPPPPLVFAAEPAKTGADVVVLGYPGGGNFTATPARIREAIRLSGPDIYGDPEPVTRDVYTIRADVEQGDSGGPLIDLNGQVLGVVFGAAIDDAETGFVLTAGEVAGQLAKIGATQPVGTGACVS
FadD28 binding: blocks FadD28 binding to the bisubstrate probe; 360,000 compounds, 0.22% hits; AID 588549; fluorescence polarization; inhibition, % at 12.5 µM; in the data active = inhibition above about 8.5%, passing the limit was not always enough
FBA Mtb inh: inhibits M. tuberculosis FBA enzyme. purified M. tuberculosis FBA, fluorescence read-out. inhibition, % at 1 µM. 360,000 compounds, 2.3% hits. AID 588726; in the data active = inhibition above about 27%;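 note: 0% = vehicle and 100% = reference inhibitor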
BoNT F protease: BoNT F light chain protease inhibition; Multiplex microsphere protease cleavage assay, flow cytometry; inhibition, % at 10 µM; 360,000 compounds, 0.22% hits; AID 588497; in the data active = inhibition above about 35%, passing the limit was not always enough; note: plate controls were buffer without enzyme for full effect and enzyme alone for no effect
GDH-TPI inh: inhibits GDH-TPI coupling enzymes, artifact for Mtb FBA screen | GDH-TPI coupled enzyme counterscreen, NADH absorbance | inhibition, % at 4.8 µM | 360,000 compounds, 1.2% hits | AID 588335;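 note: 0% = DMSO wells and 100% = wells lacking the enzyme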
UGM FP inh: Mtb UDP-galactopyranose mutase inhibition; purified UGM, fluorescence polarization probe displacement; AID 504406; P9WIQ1; inhibition, % at 10 µM; 320,000 compounds, 0.06% hits; in the data active = inhibition above about 10%, passing the limit was not always enough
Target sequence (P9WIQ1 whole entry, looked up): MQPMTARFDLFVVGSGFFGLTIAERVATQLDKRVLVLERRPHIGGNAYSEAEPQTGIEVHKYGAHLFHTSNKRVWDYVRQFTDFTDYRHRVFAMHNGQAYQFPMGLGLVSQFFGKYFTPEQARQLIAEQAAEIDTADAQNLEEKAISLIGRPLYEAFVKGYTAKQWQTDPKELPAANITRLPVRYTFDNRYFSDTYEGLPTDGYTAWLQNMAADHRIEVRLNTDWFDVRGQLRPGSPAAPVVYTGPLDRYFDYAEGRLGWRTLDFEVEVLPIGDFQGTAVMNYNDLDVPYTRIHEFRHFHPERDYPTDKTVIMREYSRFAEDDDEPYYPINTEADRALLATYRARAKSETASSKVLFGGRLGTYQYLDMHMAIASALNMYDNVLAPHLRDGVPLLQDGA
BioA inh: inhibitors of Mycobacterium tuberculosis BioA enzyme. purified M. tuberculosis BioA enzyme, plate reader. inhibition, % at 9.99 µM. 360,000 compounds, 0.096% hits; in the data active = inhibition above about 40%
* hit, by the source's call; / = no result given. Cut-off read from the data, not from the text of the source, unless noted: active = inhibition above about 30%; inactive = the rest.

compound | DUSP3 inh | MazEF act | CCHFV vOTU inh | Rv3671c inh | FadD28 binding | FBA Mtb inh | BoNT F protease | GDH-TPI inh | UGM FP inh | BioA inh
COc1ccc2c(CN3CCN(c4ccccc4OC)CC3)cc(=O)oc2c1 | / | / | -5 | / | -4.7 | 2 | -4 | / | / | -1.1
COc1cc(/C=N\NS(=O)(=O)c2ccccc2)cc(OC)c1OC | 16 | 3 | 0 | -9 | -2.7 | 1 | -8 | 0 | 3.0 | -1.6
O=[N+]([O-])c1cc(/C=N/O)ccc1SCc1ccccc1Cl | 53* | 10 | 3 | -12 | -3.4 | -2 | -4 | 5 | -2.3 | -1.4
O=C(NCCc1ccc2c(c1)OCCO2)c1cc(S(=O)(=O)N2CCCC2)ccc1Cl | / | -1 | 5 | / | -2.1 | 7 | 3 | 12 | / | -11
O=[N+]([O-])c1ccccc1S(=O)(=O)NCc1ccco1 | 14 | 1 | -4 | 6 | -4.4 | -4 | -6 | -6 | -1.6 | /
CN(C)c1ccc(C2OC(=O)C3(CCCC3)C(=O)C2(C)C)cc1 (configuration not stated) | -3 | -9 | 7 | -6 | -0.8 | 2 | 4 | 5 | 4.9 | -0.7
Cc1ccc(NC(=S)NNC(=O)CCn2cc(C)cn2)cc1 | 19 | 2 | -7 | -5 | -4.3 | 0 | 2 | -2 | 0.5 | -2.3
O=C(CN1C(=O)NC(CCc2ccccc2)C1=O)Nc1ccc(F)c(F)c1F (configuration not stated) | / | -2 | -6 | 10 | -0.9 | 0 | 1 | -3 | 0.8 | -1.7
CN(C(=O)c1cc(COc2ccc(F)cc2Cl)on1)C1CCOC1 (configuration not stated) | / | 6 | -7 | / | 0.2 | -4 | -3 | 3 | / | -0.9
O=C(O)CS(=O)CC(=O)NCc1cccc(C(F)(F)F)c1 (configuration not stated) | 12 | 6 | 6 | 4 | -2.9 | 1 | -2 | 0 | -1.9 | /
O=C(CSc1c2c(nc3ccccc13)CCCC2)NCc1ccco1 | -9 | -6 | -12 | -2 | -2.1 | 3 | 3 | -8 | 0.3 | /
NC(=O)CC(NC(=O)Cc1ccc(Cl)cc1)c1ccc(NCc2ccccc2)c([N+](=O)[O-])c1 (configuration not stated) | 23 | -3 | -3 | 1 | -4.2 | -3 | -8 | 6 | -0.2 | -0.8
O=C(CSc1nnc(-c2cccnc2)n1Cc1ccccc1)NCc1ccccc1 | 13 | 0 | 1 | 8 | -2.8 | 1 | / | 0 | -1.9 | 5.4
CNC(=O)COC(=O)c1ccccc1Oc1ccccc1 | 11 | -10 | 12 | 5 | -1.6 | 3 | 1 | 8 | 0.3 | -3.2
Cc1cnc(NC(=O)Cc2ccc(Br)cc2)s1 | 6 | 4 | 4 | 1 | -1.5 | 0 | -10 | -2 | -1.7 | 0.6
COc1ccc(CC2(CCc3ccncc3)C(=O)NC(=O)NC2=O)c(OC)c1 | 16 | -3 | -1 | -5 | -0.3 | -1 | -4 | -2 | -1.8 | /
COc1ccc(OC)c(/C=N/NC(=O)c2nnn(-c3nonc3N)c2-c2cccs2)c1 | 13 | 16 | 2 | -7 | -1.6 | 7 | 4 | 13 | 4.6 | 1.0
CCC(C)NC(=O)CC(NS(=O)(=O)c1ccc(Cl)cc1)c1ccco1 (configuration not stated) | 10 | 1 | -1 | -3 | 0.3 | 2 | -34 | 5 | 0.0 | -0.8
Nc1ccc(S(=O)(=O)N2CCCC2)cc1Cl | 13 | 8 | -8 | 1 | -3.3 | 1 | -3 | 6 | -1.8 | /
COc1cc2c(cc1NC(=O)CCCN1C(=O)CCC1=O)oc1ccccc12 | 10 | 1 | 9 | -4 | 1.9 | 10 | -8 | 14 | 0.6 | 1.6
O=C1N/C(=C/c2cccn2-c2ccc(F)cc2)C(=O)N1Cc1ccccc1F | -5 | 2 | -13 | 5 | -2.6 | 3 | 22 | 12 | -1.8 | /
CC1(C(=O)O)CCN1C(=O)/C=C/c1ccccc1 (configuration not stated) | / | / | -1 | / | -0.2 | -1 | 1 | 5 | / | -1.3
CC(=O)NC1(C(F)(F)F)NC(=O)N(c2ccc(F)cc2)C1=O (configuration not stated) | 22 | 10 | -18 | 5 | -1.2 | 2 | -1 | 4 | 1.7 | 17
CCCC(=O)NC(c1ccc(OC)cc1)c1c(O)ccc2ccccc12 (configuration not stated) | 13 | -7 | 7 | -5 | -4.8 | 15 | -1 | 1 | 0.4 | -2.2
CCC1C(=O)c2ccccc2N(C)C1=O (configuration not stated) | 5 | 2 | -13 | -5 | -1.9 | 35* | -6 | 10 | 3.0 | /

In the list so far, 2 have a CF3 group:
compound | DUSP3 inh | MazEF act | CCHFV vOTU inh | Rv3671c inh | FadD28 binding | FBA Mtb inh | BoNT F protease | GDH-TPI inh | UGM FP inh | BioA inh
O=C(O)CS(=O)CC(=O)NCc1cccc(C(F)(F)F)c1 (configuration not stated) | 12 | 6 | 6 | 4 | -2.9 | 1 | -2 | 0 | -1.9 | /
CC(=O)NC1(C(F)(F)F)NC(=O)N(c2ccc(F)cc2)C1=O (configuration not stated) | 22 | 10 | -18 | 5 | -1.2 | 2 | -1 | 4 | 1.7 | 17

Later entries
compound | DUSP3 inh | MazEF act | CCHFV vOTU inh | Rv3671c inh | FadD28 binding | FBA Mtb inh | BoNT F protease | GDH-TPI inh | UGM FP inh | BioA inh
O=C(Nc1ccccc1C(=O)O)c1ccc(NC(=O)C2CCCO2)cc1 (configuration not stated) | 6 | 3 | -2 | -2 | -4.3 | 2 | -3 | 14 | 4.3 | -0.1
COc1ccc(C)cc1Nc1nnc(C)c(=O)[nH]1 | 29 | -7 | -6 | 0 | -0.3 | -3 | -6 | 11 | -1.1 | /
Cc1cn(COC/C=C/c2ccccc2)c(=O)[nH]c1=O | 32 | -5 | -5 | 1 | 0.4 | 4 | -17 | 16 | -0.2 | -1.0
CCN(CC)C(=O)[C@H]1C[C@H](CC(=O)NCC23CC4CC(CC(C4)C2)C3)C(=O)N2CCc3c([nH]c4cc(CCC(=O)N(C)C)ccc34)[C@]12C | / | 17 | 24 | / | -3.9 | -1 | -10 | 0 | / | 1.0
O=C(COc1ccccc1Cl)NNC(=O)Cn1[nH]c(=O)c2ccccc2c1=O | / | 4 | 0 | -5 | -3.1 | 0 | / | -2 | 0.3 | -0.1
COc1ccc(C(CC(=O)c2ccccc2)S(=O)(=O)c2ccc(C)cc2)cc1 (configuration not stated) | 20 | 2 | 4 | -1 | -0.3 | 3 | -8 | 6 | -1.1 | /
Cc1ccc(NC(=O)c2cc(Cl)ccc2[N+](=O)[O-])cc1C | -10 | 0 | -9 | -3 | -9.6 | -4 | 2 | -7 | 1.7 | /
COc1ccc(CN2CCN(CCC(C)C)C(CCO)C2)cc1Cn1cccn1 (configuration not stated) | 5 | -3 | -6 | 2 | -0.9 | -1 | 0 | 4 | -2.0 | /
CN1CCN(C(=O)c2cc3cc(F)ccc3[nH]2)CC1 | 23 | 6 | -3 | / | -2.0 | -1 | 9 | 0 | -1.1 | /
Cc1cc(C)c(NC(=O)C2CCCN2CCC(C)C)c(C)c1 (configuration not stated) | -14 | -3 | -3 | -2 | -0.5 | -5 | 6 | -6 | -0.6 | 0.5
CCN(CC)c1ccc(S(=O)(=O)N2CCOCC2)cc1NC(=O)COC(=O)COc1ccccc1C | 18 | 3 | 4 | 1 | -0.1 | 0 | -6 | 9 | -1.2 | -0.6
Nn1c(SCc2cccc(F)c2)nnc1-c1ccncc1 | 9 | 9 | -3 | -4 | -0.7 | 3 | / | 4 | 3.5 | 2.3
COC(=O)[C@H](CCSC)NC(=O)NCc1ccccc1F | 10 | -6 | -21 | 1 | 0.0 | 6 | -2 | -6 | -0.1 | 0.0
O=C(Nc1nc2ccccc2[nH]1)C1CCN(S(=O)(=O)c2cccs2)CC1 | 18 | 21 | -5 | 2 | -1.1 | -1 | 3 | 3 | -0.1 | 0.4
O/N=C/c1cccc[n+]1CCCCCC[n+]1ccccc1/C=N/O | 60* | 7 | -7 | / | -1.5 | 1 | -6 | 23 | 1.2 | -0.7
CCc1cccc(NC(=O)Cn2c(=O)c3cccn3c3ccccc32)c1 | -3 | 9 | -6 | -7 | -0.6 | 0 | 5 | 16 | -1.0 | -1.4
CN(C)N1C(N)=C(C#N)C(c2ccc3c(c2)OCO3)C2=C1CCCC2=O (configuration not stated) | 27 | 1 | 11 | 7 | / | -3 | 8 | 6 | -0.1 | -1.5
CN(C)c1ccc(C(=O)NCc2ccc3c(c2)CCO3)cc1 | 5 | 12 | -9 | 0 | 2.5 | 2 | -29 | -2 | 1.6 | 0.9
O=C(CN1C(=O)NC2(CCCC2)C1=O)N1CCN(S(=O)(=O)c2ccccc2F)CC1 | -9 | 5 | -5 | 2 | -1.2 | 2 | -1 | 1 | -4.9 | 0.0
COc1ccc(Cc2nc3ccc(C(=O)N4CCC(N(C)C)C4)cc3o2)cc1 (configuration not stated) | 14 | -1 | -11 | 0 | -2.1 | -1 | 2 | -3 | -0.4 | -1.7

Entries shown so far with a COOH group, in the order listed:
compound | DUSP3 inh | MazEF act | CCHFV vOTU inh | Rv3671c inh | FadD28 binding | FBA Mtb inh | BoNT F protease | GDH-TPI inh | UGM FP inh | BioA inh
O=C(O)CS(=O)CC(=O)NCc1cccc(C(F)(F)F)c1 (configuration not stated) | 12 | 6 | 6 | 4 | -2.9 | 1 | -2 | 0 | -1.9 | /
CC1(C(=O)O)CCN1C(=O)/C=C/c1ccccc1 (configuration not stated) | / | / | -1 | / | -0.2 | -1 | 1 | 5 | / | -1.3
O=C(Nc1ccccc1C(=O)O)c1ccc(NC(=O)C2CCCO2)cc1 (configuration not stated) | 6 | 3 | -2 | -2 | -4.3 | 2 | -3 | 14 | 4.3 | -0.1

Compounds above containing a furan ring, fused or not (4):
compound | DUSP3 inh | MazEF act | CCHFV vOTU inh | Rv3671c inh | FadD28 binding | FBA Mtb inh | BoNT F protease | GDH-TPI inh | UGM FP inh | BioA inh
O=[N+]([O-])c1ccccc1S(=O)(=O)NCc1ccco1 | 14 | 1 | -4 | 6 | -4.4 | -4 | -6 | -6 | -1.6 | /
O=C(CSc1c2c(nc3ccccc13)CCCC2)NCc1ccco1 | -9 | -6 | -12 | -2 | -2.1 | 3 | 3 | -8 | 0.3 | /
CCC(C)NC(=O)CC(NS(=O)(=O)c1ccc(Cl)cc1)c1ccco1 (configuration not stated) | 10 | 1 | -1 | -3 | 0.3 | 2 | -34 | 5 | 0.0 | -0.8
COc1cc2c(cc1NC(=O)CCCN1C(=O)CCC1=O)oc1ccccc12 | 10 | 1 | 9 | -4 | 1.9 | 10 | -8 | 14 | 0.6 | 1.6
